Bcl-B TR3 displacers = displacers of TR3 peptide from Bcl-B, primary screen, selectivity assay for Bfl-1 inhibitor project, biochemical, fluorescence polarization. hit rate 0.11% among 96,000. FP displacement of FITC-TR3 peptide from Bcl-B; higher % means a stronger effect. displacement, % at 20 µM, or IC50 in µM where a hit was titrated;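 active = displacement above 50% at 20 µM plus a fluorescence interference ratio under 1.5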;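 note: plate controls were wells without compound for no effect and wells lacking Bcl-B protein for full effect; a part of the inactive calls stands beside numbers as strong as those of hits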
MRP reversal = compounds reversing MRP-mediated drug resistance. H69AR cells + 2 uM doxorubicin, CellTiter-Glo, 72 h. differential viability (reversal), % at 10 µM. hit rate 0.04% among 85,000;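 active = viability drop by adding the cancer drug above about 55%, with treated viability meeting a 40% cutoff, limit read from the data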;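 note: viability without doxorubicin minus viability with 2 µM doxorubicin for each compound; larger differential means the compound sensitizes cells more to doxorubicin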
IL1B NFkB inh = blocks IL-1B driven NFkB nuclear translocation in HUVEC cells; HUVEC IL-1B NFkB p65 nuclear translocation imaging; inhibition, % at 2 µM; hit rate 0.43% among 94,000;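 active = inhibition above about 30% together with a positive call from visual inspection of the well image, limit read from the data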;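 note: nuclear over cytoplasmic p65 intensity ratio measured by imaging; 0% = IL-1B stimulated DMSO wells and 100% = unstimulated DMSO wells; values of inactives mirror those of a sister screen read the other way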
PLAP inhibitors HTS = inhibition of human placental alkaline phosphatase – biochemical, luminescence, HTS (AID 690); purified PLAP, luminescent substrate; higher % means a stronger effect; inhibition, % at 20 µM, or IC50 in µM where a hit was titrated; hit rate 0.08% among 96,000; in the data active = a potency from the dose series; inactive = the rest, 99 in 100 with inhibition below about 30%; note: strong numbers were not always called active
IL1B NFkB pot = enhances IL-1B driven NFkB nuclear translocation | HUVEC IL-1B NFkB p65 nuclear translocation imaging | activation, % at 2 µM | hit rate 0.3% among 94,000 | AID 819;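 active = activation above 40%, about the mean plus 3 SD, also judged a hit on visual image review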;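 note: percent activation is computed from the nuclear over cytoplasmic p65 intensity ratio; values of inactives mirror those of a sister screen read the other way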
MRP reversal cytotoxicity = second read-out of MRP reversal, no call of its own (marks repeat the call); viability, %; H69AR cells, CellTiter-Glo, 72 h; measured here: cytotoxicity without doxorubicin
MRP reversal with doxorubicin = second read-out of MRP reversal, no call of its own (marks repeat the call); viability, %; measured here: viability with 2 uM doxorubicin; hits give low values
IL1B NFkB inh cell count 2 µM = also measured in IL1B NFkB inh; calls as there; cell count; measured here: cells passing quality filter;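 raw number of nuclei counted in each imaged well without normalization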
IL1B NFkB pot cell count 2 µM = further read-out of IL1B NFkB pot, marked with its call; cell count; measured here: cells passing quality filter
The depositor's hits bear a star; / = no result given. The list is partial; rates above refer to the full screens.

SMILES	Bcl-B TR3 displacers	MRP reversal	MRP reversal cytotoxicity	MRP reversal with doxorubicin	IL1B NFkB inh	IL1B NFkB inh cell count 2 µM	PLAP inhibitors HTS	IL1B NFkB pot	IL1B NFkB pot cell count 2 µM
CC1CCCc2sc3nc(N4CCN(CCO)CC4)n4ncnc4c3c21 (stereo not given)	5%	-13	15	27	6	137	-64%	-6	137
CC(C#N)Sc1nc2ccccc2c(=O)n1-c1ccccc1 (stereo not given)	5%	4	84	80	/	/	13%	/	/
CC1C/C(=N\NC(=S)NC(C)C)CC(C)(C)C1 (stereo not given)	-8%	-18	87	105	-12	45	-21%	12	45
CCCN1C(=O)/C(=C/c2ccco2)SC1=Nc1ccc(OC)cc1	-6%	/	/	/	12	147	-7%	-12	147
O=C1CC(c2ccc(F)cc2)Cc2nc(N3CCN(c4ccccc4)CC3)ncc21 (stereo not given)	-2%	-9	46	54	-31	153	1%	31	153
COCC(C)NC(=O)c1cc(-c2ccc(O)cc2)on1 (stereo not given)	-4%	-3	83	86	-2	52	0%	2	52
COC(=O)c1cc2occc2n1Cc1ccc(Cl)cc1	-13%	13	93	80	-19	167	21%	19	167
CCCCCOC(=O)CSc1nnc(-c2cc(OC)c(OC)c(OC)c2)o1	1%	21	99	78	/	/	-60%	/	/
N/C(=N\OC(=O)c1cccc2ccccc12)c1cccc([N+](=O)[O-])c1	-6%	/	/	/	-2	147	19%	2	147
COCCNC(=O)C(c1ccc(C)o1)N(C(=O)c1snc(C(N)=O)c1N)c1ccc(C)c(C)c1 (stereo not given)	-4%	9	89	80	6	86	-58%	-5	86
O=C(Nc1ccc(S(=O)(=O)N2CCCCCC2)cc1)c1ccc(Br)o1	-27%	-20	44	64	-20	187	4%	20	187
Fc1ccc(C(c2nnnn2Cc2ccccc2)N2CCSCC2)cc1 (stereo not given)	6%	-1	81	82	4	185	-5%	-4	185
O=C(CSc1ccc2nnc(-c3cccnc3)n2n1)NCc1ccco1	11%	-6	79	85	-13	48	-4%	13	48
O=C(c1ccccc1)n1ccn(-c2ccccc2)c1=S	/	-6	79	85	-22	133	/	22	133
CSc1ccc(/C=N/n2nnnc2N)cc1	-3%	16	101	85	/	/	-2%	/	/
CCn1c(COc2ccccc2)nnc1SCc1ccc(C#N)cc1	-2%	7	103	96	-29	97	20%	29	97
Cc1cc(C)cc(OCc2nnc(SCC(=O)OC3CCCCC3)o2)c1	3%	1	101	100	-2	156	16%	2	156
O=C(NCc1ccc2c(c1)OCO2)c1ccc(-c2ccc(Cl)cc2)o1	-12%	-13	101	114	5	101	10%	-5	101
O=C(CCN1C(=O)c2ccccc2S1(=O)=O)Nc1ccc2c(c1)OCCO2	-4%	10	96	86	-2	161	5%	2	161
CC(=O)Nc1cccc(OCC(=O)Nc2ccccc2)c1	-4%	-6	89	95	-17	121	2%	17	121
CCCc1cc(=O)[nH]c(SCc2ccc(Cl)cc2)n1	-7%	4	107	103	5	147	-40%	-5	147
CCSc1nncn1/N=C/c1ccc(OC)c(OC)c1	2%	7	95	88	-1	148	-14%	1	148
c1ccc(CCc2nc(-c3ccccc3)no2)cc1	-5%	-1	94	95	7	138	-19%	-7	138
CC(C)C(c1nnnn1CC1CCCO1)N1CCN(C2CCCC2)CC1 (stereo not given)	-7%	12	90	77	/	/	-6%	/	/
NC(=O)N1CC(O)CC1C(=O)Nc1ccc(Cl)c(Cl)c1 (stereo not given)	11%	11	91	79	15	193	/	-15	193

(further entries)
SMILES	Bcl-B TR3 displacers	MRP reversal	MRP reversal cytotoxicity	MRP reversal with doxorubicin	IL1B NFkB inh	IL1B NFkB inh cell count 2 µM	PLAP inhibitors HTS	IL1B NFkB pot	IL1B NFkB pot cell count 2 µM
COc1ccc(-c2ccnc(SCC(=O)Nc3ccccn3)n2)cc1	/	5	78	73	-11	133	/	11	133
CC1(C)C(=O)Nc2ccccc2N1C(=O)COC(=O)C1CCCCC1	-3%	-9	90	99	-13	67	-12%	13	67
COc1ccc(OC)c(Nc2nc(N)nc(CSc3nnc(N)s3)n2)c1	5%	/	/	/	-9	135	17%	9	135
CSc1cccc(NS(=O)(=O)c2ccc3c(c2)oc(=O)n3C)c1	-12%	-6	78	84	9	175	-33%	-9	175
CCOC(=O)C(=O)/C(=C\N(C)C)c1onc(-c2ccccc2Cl)c1C(=O)OC	0%	/	/	/	-4	150	-58%	4	150
CN(Cc1ccccc1)c1nc2c(c(=O)[nH]c(=O)n2C)n1CCSc1ncccn1	/	14	90	76	2	90	/	-3	90
O=C(CSCc1ccccc1)N1CCN(C(=O)c2ccco2)CC1	/	-1	91	92	-16	119	/	16	119
Cc1ccc(N(C(=O)c2sc(C)nc2C)C(C(=O)NCc2ccco2)c2ccccc2)cc1 (stereo not given)	-2%	/	/	/	0	168	-70%	0	168
O=[n+]1c2c(n([O-])c3c1CCCC3)CCCC2	-5%	-6	99	104	3	162	-15%	-3	162
COC(=O)c1ccc(Oc2nc(N(C)C)nc(N3CCOCC3)n2)cc1	1%	-1	91	91	-3	159	-9%	3	159
COCCCNC(=O)c1c(NC(=O)C2COc3ccccc3O2)sc2c1CCCC2 (stereo not given)	1%	0	35	35	/	/	15%	/	/
CN(C)c1ccc(-c2noc(-c3ccccc3O)n2)cc1	-12%	0	68	68	-8	62	-7%	8	62
O=C(Oc1ccccc1C(=O)N1CCOCC1)c1cccc(Br)c1	6%	16	98	82	4	114	-18%	-4	114
c1ccc(-c2nn3c(Cn4cnc5ccccc54)nnc3s2)cc1	4%	12	80	68	4	146	2%	-4	146
Cc1ccc(NS(=O)(=O)c2cc(C(=O)O)ccc2Cl)c(C)c1	/	9	93	84	-1	117	/	1	117
COc1cc(/C=N\NC(=O)c2ccc(Cn3nc([N+](=O)[O-])c(Cl)c3C)o2)ccc1O	24%	/	/	/	-23	150	-23%	23	150
C=CCn1c(SCC(=O)OC)nc2sc3c(c2c1=O)CCN(C)C3	/	8	89	81	-8	126	-53%	8	126
CCOc1ccc(-n2c(Cc3cc(=O)[nH]c(=O)[nH]3)nnc2SCC(=O)OC)cc1	5%	-3	91	94	2	154	-24%	-2	154
CN(C)S(=O)(=O)c1cccn1-c1ncc(C(F)(F)F)cc1Cl	8%	-9	86	95	10	105	6%	-10	105
C=CCn1c(SCc2cc(=O)n3ccsc3n2)nnc1C1CCCCC1	/	-3	90	93	-9	134	-13%	9	134
Cc1cc(-n2c(SCCC#N)nnc2-c2cccnc2)ccc1Cl	-6%	-1	65	65	/	/	9%	/	/
Cc1ccc(S(=O)(=O)C(C#N)c2nc3ccccc3nc2N2CCC(C)CC2)cc1 (stereo not given)	11%	-8	94	102	/	/	-24%	/	/
CSc1ncc2c(n1)-c1cc(C)ccc1SC2	2%	11	100	89	4	163	2%	-4	163
COC(=O)c1cccc(NC(=O)Cn2nnc3ccccc32)c1	8%	13	102	88	-3	94	14%	3	94
Cn1c(=O)oc2cc(S(=O)(=O)NCc3ccccc3)ccc21	14%	17	103	86	4	168	8%	-4	168

Among those listed so far, these contain bromine.
SMILES	Bcl-B TR3 displacers	MRP reversal	MRP reversal cytotoxicity	MRP reversal with doxorubicin	IL1B NFkB inh	IL1B NFkB inh cell count 2 µM	PLAP inhibitors HTS	IL1B NFkB pot	IL1B NFkB pot cell count 2 µM
O=C(Nc1ccc(S(=O)(=O)N2CCCCCC2)cc1)c1ccc(Br)o1	-27%	-20	44	64	-20	187	4%	20	187
O=C(Oc1ccccc1C(=O)N1CCOCC1)c1cccc(Br)c1	6%	16	98	82	4	114	-18%	-4	114

Part of the list above, reduced to MRP reversal with doxorubicin, IL1B NFkB inh and IL1B NFkB inh cell count 2 µM.
structure | MRP reversal with doxorubicin | IL1B NFkB inh | IL1B NFkB inh cell count 2 µM
Cc1ccc(NS(=O)(=O)c2cc(C(=O)O)ccc2Cl)c(C)c1 | 84 | -1 | 117
COc1cc(/C=N\NC(=O)c2ccc(Cn3nc([N+](=O)[O-])c(Cl)c3C)o2)ccc1O | / | -23 | 150

Following part.
SMILES	Bcl-B TR3 displacers	MRP reversal	MRP reversal cytotoxicity	MRP reversal with doxorubicin	IL1B NFkB inh	IL1B NFkB inh cell count 2 µM	PLAP inhibitors HTS	IL1B NFkB pot	IL1B NFkB pot cell count 2 µM
CCNC(=O)COC(=O)c1ccc(S(=O)(=O)N2CCCCCC2)cc1	2%	6	99	93	-14	115	-2%	14	115
CCn1c(SCC(=O)Nc2ccccc2-c2ccccc2)nnc1-c1ccoc1C	1%	0	101	101	/	/	-76%	/	/
COCc1c(C(N)=O)nnn1-c1nonc1N	-4%	-16	97	113	5	110	-7%	-5	110
Cc1ccc(Oc2nsnc2N2CCOCC2)cc1	6%	6	101	95	-10	76	-12%	10	76
COc1ccc2c(c1)CCc1c(C(=O)N3CCCC3)noc1-2	14%	9	98	89	4	142	1%	-4	142
CN(C)S(=O)(=O)N1CCN(C(=O)N(c2ccccc2)c2ccccc2)CC1	13%	20	111	91	-3	80	-75%	3	80
c1coc(CNCCCN2CCOCC2)c1	2%	-15	93	108	8	180	-5%	-8	180
COc1cc(CNC(=O)OCC(C)C)cc(OC)c1OC	11%	-43	73	116	-8	111	6%	7	111
O=c1oc2c(CN3CCCCCC3)c(O)ccc2cc1-c1nc2ccccc2[nH]1	168%	-3	75	78	/	/	-141%	/	/
CCS(=O)(=O)c1ccc2c(c1)N(S(=O)(=O)c1ccccc1)CC(C(=O)O)O2 (stereo not given)	-5%	/	/	/	7	120	-22%	-7	120
O=C(O)C1CSC2(CCN(Cc3ccccc3)CC2)N1 (stereo not given)	/	-14	87	101	-12	86	/	12	86
O=c1c(Oc2ccccc2Br)c(C(F)(F)F)oc2c(CN3CCCC3)c(O)ccc12	-9%	-21	57	78	12	108	-58%	-12	108
C[N+]12CCCCC1C(COC(=O)c1ccc3c(c1)OCO3)CCC2 (stereo not given)	9%	-12	97	109	-9	74	20%	9	74
COc1cccc(-c2nc(CS(=O)(=O)CC(=O)N3CCN(C4CCCCC4)CC3)c(C)o2)c1	1%	14	97	83	/	/	-24%	/	/
O=C(Nc1ccc2nc(-c3cccs3)[nH]c2c1)c1ccco1	/	-7	71	78	-6	95	/	6	95
CCOc1cc(S(=O)(=O)NCC2OCCc3ccccc32)c(OCC)cc1-n1cnnn1 (stereo not given)	-6%	-6	64	70	/	/	-75%	/	/
CN(CC(N)=O)S(=O)(=O)c1ccc(F)cc1	7%	2	97	95	-8	173	3%	8	173
CC1CN(C(=O)CSc2nc(-c3ccccc3)cs2)CC(C)O1 (stereo not given)	5%	11	96	86	-3	69	-8%	3	69
OC(COc1ccc2ccccc2c1Cl)CN1CCOCC1 (stereo not given)	0%	2	94	92	8	115	-47%	-8	115
CCCCn1c(NC(=O)c2ccccc2)c(C#N)c2nc3ccccc3nc21	-253%	/	/	/	-4	128	-38%	4	128
Nc1ccc(C2(c3ccc(N)cc3)C(=O)Nc3ccccc32)cc1	2%	/	/	/	-4	183	16%	4	183
O=S(=O)(Nc1cccnc1)c1ccc(C2CCCCC2)cc1	6%	-13	69	82	-18	129	7%	18	129
CCOC(=O)N1CCC2(CC1)C(C#N)=C(N)OC1=C2C(=O)CC(C)C1 (stereo not given)	-10%	11	93	82	-7	168	3%	7	168
Cc1ccc(-n2c(Cc3cccs3)nnc2SCC(=O)OC(C)C)cc1	6%	8	89	81	-12	87	-59%	12	87
O=C(NCCc1csc(-c2cccnc2)n1)c1cccc2ccccc12	11%	5	82	77	35*	39*	-47%	-35	39

The list continues:
SMILES	Bcl-B TR3 displacers	MRP reversal	MRP reversal cytotoxicity	MRP reversal with doxorubicin	IL1B NFkB inh	IL1B NFkB inh cell count 2 µM	PLAP inhibitors HTS	IL1B NFkB pot	IL1B NFkB pot cell count 2 µM
COC(=O)c1sc(NC(=O)c2ccco2)nc1C	2%	9	96	88	/	/	4%	/	/
Cc1occc1C(=O)Nc1c(F)cc(F)cc1Br	1%	-4	95	99	-9	130	-11%	9	130
Cc1cccc(NC(=O)C(c2cccc([N+](=O)[O-])c2)N2CCCCC2)c1 (stereo not given)	-1%	/	/	/	3	69	-6%	-3	69
Fc1ccc2c(c1)[C@H]1OCC[C@H]1[C@@H](c1ccco1)N2	/	-4	93	97	-14	134	/	14	134
CCc1nc(C)cc(N)c1OCc1ccccc1	-8%	4	81	77	21	157	4%	-21	157
COc1cc(C(=O)Nc2ccc(S(=O)(=O)NC(C)C)cc2)cc(OC)c1OC	3%	-14	95	109	-6	83	1%	6	83
